TCR-CD3 inh = inhibitors of human TCR-CD3 interaction, primary screen, biochemical, fluorescence, TAMRA-labeled TCR probe; 0.37% of 360,000 active; AID 651800, 2012; inhibition, % at 9.4 µM; in the data active = inhibition above about 19%;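 also: recombinant mutant TCR 2C K166C tagged with TAMRA read by polarization; 0% = receptor in buffer alone and 100% = receptor with positive control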
MBD2 inh = inhibitors of MBD2 binding to methylated DNA, primary screen, biochemical, TR-FRET, DNA-binding domain, human. inhibition, % at 4.4 µM. Methyl-CpG-binding domain protein 2 (Homo sapiens), Q9UBB5. MBD2 binding to methylated oligonucleotide. AID 686964, 2013. 0.31% of 370,000 active; in the data active = inhibition above about 13%
Target sequence (Q9UBB5 whole entry, looked up, the tested form may be a part): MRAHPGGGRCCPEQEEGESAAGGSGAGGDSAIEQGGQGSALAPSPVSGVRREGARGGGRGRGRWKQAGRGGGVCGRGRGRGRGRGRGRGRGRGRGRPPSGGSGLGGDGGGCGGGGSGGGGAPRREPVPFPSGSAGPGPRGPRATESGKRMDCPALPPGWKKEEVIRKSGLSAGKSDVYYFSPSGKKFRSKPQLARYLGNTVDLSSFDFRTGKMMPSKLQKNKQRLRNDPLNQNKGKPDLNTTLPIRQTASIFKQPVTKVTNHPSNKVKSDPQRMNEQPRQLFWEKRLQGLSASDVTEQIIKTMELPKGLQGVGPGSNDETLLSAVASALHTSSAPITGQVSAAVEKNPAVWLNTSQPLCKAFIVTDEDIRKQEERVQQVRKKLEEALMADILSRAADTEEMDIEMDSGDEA
PRMT1 inh = PRMT1 methyltransferase inhibitors, primary screen, biochemical, fluorescence polarization | recombinant PRMT1, activity-based probe fluorescence polarization | Protein arginine N-methyltransferase 1 (Homo sapiens), Q99873 | 1.3% of 370,000 active | inhibition, % at 2.79 µM;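 active = inhibition above about 21% made by adding two undisclosed values, limit read from the data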
Target sequence (Q99873 whole entry, looked up): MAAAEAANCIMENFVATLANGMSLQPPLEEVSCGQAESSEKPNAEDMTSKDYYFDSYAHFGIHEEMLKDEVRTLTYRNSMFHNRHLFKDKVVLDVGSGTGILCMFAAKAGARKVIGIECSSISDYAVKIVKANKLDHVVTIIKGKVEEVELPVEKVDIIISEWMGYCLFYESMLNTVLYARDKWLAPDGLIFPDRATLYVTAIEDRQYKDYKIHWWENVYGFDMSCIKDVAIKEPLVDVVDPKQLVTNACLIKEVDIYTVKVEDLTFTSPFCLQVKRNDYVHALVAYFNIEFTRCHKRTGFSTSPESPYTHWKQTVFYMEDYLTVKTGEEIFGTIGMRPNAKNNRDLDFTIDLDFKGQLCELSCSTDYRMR
rCAG RNA binder = binders of r(CAG) RNA repeats, primary screen, biochemical, fluorescence; AID 651821, 2012; inhibition, % at 3 µM; r(CAG) RNA repeat, TO-PRO-1 dye displacement fluorescence; 1.3% of 370,000 active;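 active = inhibition above the plate cutoff, the mean of all test compounds on that plate plus 3 SD, cut at about 35% in these data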;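 also: 0% = DMSO alone and 100% = 100 µM mitoxantrone as full dye displacement; higher means more dye released from RNA so lower well fluorescence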
GC-A act = GC-A stimulated cGMP production enhancers – HEK293 GC-A cells, cGMP TR-FRET, EC30 ANP, primary screen. Atrial natriuretic peptide receptor 1 (Homo sapiens), P16066. 0% at EC30 ANP, 100% saturating ANP. activation, % at 10 µM. 0.14% of 370,000 active. AID 1671463, 2021; in the data active = activation above about 40%
ABHD4 inh = ABHD4 inhibitors, primary screen, biochemical, fluorescence polarization, mouse; purified mABHD4, FP-Rh probe fluorescence polarization; 0.54% of 370,000 active; (Lyso)-N-acylphosphatidylethanolamine lipase (Mus musculus), Q8VD66; inhibition, % at 8.92 µM;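 active = inhibition exceeding the mean over every tested compound plus 3 SD, cut at about 30% in these data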;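 also: 0% = plate median of compound wells and 100% = S159A mutant with DMSO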
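Assay system: mABHD4 protein; medium: HEPES pH 7.0, NaCl, Pluronic buffer; dosing: 8.92 µM, single dose; schedule: 45 min + 60 min at 25 °C; signal: FP readout, ex 525 nm / em 598 nm; read-out: normalized percent inhibition of probe labeling; repeats: single replicate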
NPR2 activator = human GC-B receptor activators, primary screen, HEK293 GC-B cells, cGMP TR-FRET, EC30 CNP | Atrial natriuretic peptide receptor 2 (Homo sapiens), P20594 | 0% at EC30 CNP, 100% saturating CNP | activation, % at 10 µM | 0.11% of 370,000 active;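 active = activation at 10 µM reaching about 35% in either raw or pattern-adjusted values, limit read from the data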
UHRF1 binding = UHRF1 methylated DNA binding inhibitors, primary screen, counter-screen for MBD2 inhibitor project, biochemical, TR-FRET, human UHRF1, single concentration; E3 ubiquitin-protein ligase UHRF1 (Homo sapiens), Q96T88; UHRF1 binding to methylated oligo; inhibition, % at 4.4 µM; 0.75% of 370,000 active; in the data active = inhibition above about 21%;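 also: UHRF1 SRA domain binding a hemimethylated CpG hairpin DNA probe; 0% = median of test compound wells and 100% = reference inhibitor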
HTRA1 inh = HTRA1 serine protease inhibitors, primary screen, biochemical, fluorescence polarization, HTS; Q92743; recombinant HTRA1, FP-rhodamine activity-based probe; inhibition, % at 5.96 µM; 0.5% of 340,000 active; AID 504803, 2011; in the data active = inhibition above about 36%;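 also: 0% = enzyme with DMSO and 100% = wells lacking enzyme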
SIAE inh = human SIAE inhibitors, primary screen, biochemical, fluorescence polarization, FP-Rh probe, 1536-well HTS; Sialate O-acetylesterase (Homo sapiens), Q9HAT2; SIAE FP-Rh probe binding; inhibition, % at 9.66 µM; 0.69% of 370,000 active;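 active = inhibition above a cutoff: mean of compounds within the control limits plus 3 SD of those, cut at about 17% in these data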;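 also: 0% = plate median of compound wells and 100% = probe without SIAE protein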
The depositor's hits bear a star. Not all compounds are listed. The share of hits here may be higher or lower than overall.

CCOc1ccc(C(=O)C(CCC(CN(C)C)C(=O)c2ccc(OCC)cc2)CN(C)C)cc1 (stereo not given) was read as TCR-CD3 inh 3, MBD2 inh 5, PRMT1 inh 6, rCAG RNA binder -4, GC-A act -2, ABHD4 inh 5, NPR2 activator -1, UHRF1 binding 1, HTRA1 inh 5 and SIAE inh -1.
Screening CCCC[C@@H]1C=C(C(=O)O)[C@H](c2ccc(C#N)cc2)N1S(=O)(=O)c1ccc(C)cc1 returned TCR-CD3 inh -7, MBD2 inh 0, PRMT1 inh -3, rCAG RNA binder 53*, GC-A act 1, ABHD4 inh 1, NPR2 activator -1, UHRF1 binding 4, HTRA1 inh -3 and SIAE inh -3.
COc1cc(S(=O)(=O)N2CCOCC2)ccc1NC(=O)COC(=O)/C=C/c1cc(OC)c(OC)c(OC)c1 was read as TCR-CD3 inh -6, MBD2 inh -5, PRMT1 inh 0, rCAG RNA binder 5, GC-A act 3, ABHD4 inh 1, NPR2 activator -3, UHRF1 binding -1, HTRA1 inh 3 and SIAE inh 3.
CCCN(CC(=O)Nc1ccc(F)c(F)c1F)C(=O)CCc1nc2ccccc2c(=O)[nH]1 was read as TCR-CD3 inh 6, MBD2 inh -8, PRMT1 inh -5, rCAG RNA binder 4, GC-A act -2, ABHD4 inh -5, NPR2 activator -2, UHRF1 binding inactive, HTRA1 inh 1 and SIAE inh -4.
`C=CCSc1n[nH]c(-c2ccc(OCCCC)cc2)n1` gave TCR-CD3 inh 2, MBD2 inh 1, PRMT1 inh 1, rCAG RNA binder -2, GC-A act 3, ABHD4 inh -19, NPR2 activator -4, UHRF1 binding -1, HTRA1 inh -24 and SIAE inh -6.
For O=C(O)C1(c2ccccc2)CCN(S(=O)(=O)c2ccc(Br)cc2)CC1 the results were TCR-CD3 inh -10, MBD2 inh -2, PRMT1 inh -2, rCAG RNA binder 6, GC-A act -1, ABHD4 inh -2, NPR2 activator 3, UHRF1 binding -1, HTRA1 inh 3 and SIAE inh 4.
For Cn1c(Cn2c(=O)sc3ccccc32)nnc1SCC(=O)Nc1ccccc1 the results were TCR-CD3 inh -8, MBD2 inh 2, PRMT1 inh -7, rCAG RNA binder 0, GC-A act 1, ABHD4 inh 0, NPR2 activator -4, UHRF1 binding -1, HTRA1 inh -1 and SIAE inh -2.
Screening COCC(=O)N1CCC(Oc2ccc(C(=O)NCc3cc(C)no3)cc2)CC1 returned TCR-CD3 inh 0, MBD2 inh 1, PRMT1 inh -1, rCAG RNA binder -4, GC-A act 4, ABHD4 inh -1, NPR2 activator 2, UHRF1 binding 2, HTRA1 inh -6 and SIAE inh 2.
For CCCOc1ccc2cc(C(=O)NCc3ccccc3)c(=O)oc2c1 the results were TCR-CD3 inh -5, MBD2 inh 5, PRMT1 inh 2, rCAG RNA binder 5, GC-A act 2, ABHD4 inh -4, NPR2 activator 1, UHRF1 binding 1, HTRA1 inh -8 and SIAE inh -6.
`COc1ccccc1/C=C/C(=O)OCC(=O)N1CCCCC1` gave TCR-CD3 inh 6, MBD2 inh -4, PRMT1 inh -1, rCAG RNA binder 3, GC-A act 2, ABHD4 inh -3, NPR2 activator 1, UHRF1 binding -2, HTRA1 inh -2 and SIAE inh -5.
For Cn1cc(CCC(=O)N2CCCC(CCC(=O)NCc3ccc(F)c(F)c3)C2)cn1 (stereo not given) the results were TCR-CD3 inh 3, MBD2 inh -5, PRMT1 inh 0, rCAG RNA binder -7, GC-A act -2, ABHD4 inh -3, NPR2 activator -2, UHRF1 binding 1, HTRA1 inh 5 and SIAE inh 3.
`O=C(Cc1cccc(NC(=O)C2CCN(S(=O)(=O)c3cccc([N+](=O)[O-])c3)CC2)c1)Nc1cccc(C(=O)N2CCOCC2)c1` gave TCR-CD3 inh -5, MBD2 inh -4, PRMT1 inh -5, rCAG RNA binder 10, GC-A act 2, ABHD4 inh -4, NPR2 activator 0, UHRF1 binding -2, HTRA1 inh -8 and SIAE inh -6.
Cc1cc(C)cc(OCC(=O)N(C)CC(=O)Nc2ccc(N3CCOCC3)cc2)c1 was read as TCR-CD3 inh -6, MBD2 inh 3, PRMT1 inh 3, rCAG RNA binder 0, GC-A act 2, ABHD4 inh 1, NPR2 activator 1, UHRF1 binding 0, HTRA1 inh 1 and SIAE inh 5.
`NC(=O)CCn1ccc2ccccc21` gave TCR-CD3 inh 7, MBD2 inh -5, PRMT1 inh -5, rCAG RNA binder -3, GC-A act -2, ABHD4 inh -6, NPR2 activator 2, UHRF1 binding 3, HTRA1 inh 2 and SIAE inh 5.
`COCCNCCOCCOc1ccc(Cl)c(C)c1` gave TCR-CD3 inh 1, MBD2 inh -1, PRMT1 inh -3, rCAG RNA binder -1, GC-A act 1, ABHD4 inh 11, NPR2 activator -2, UHRF1 binding 1, HTRA1 inh 2 and SIAE inh -3.
Screening Cc1noc(C(=O)Nc2cccnc2)c1Cl returned TCR-CD3 inh -5, MBD2 inh -7, PRMT1 inh -2, rCAG RNA binder 2, GC-A act 1, ABHD4 inh 3, NPR2 activator 0, UHRF1 binding -1, HTRA1 inh 8 and SIAE inh 17*.
`CCC(C)NC(=O)CSc1nnc(-c2ccc(C(C)(C)C)cc2)n1C` (stereo not given) gave TCR-CD3 inh -2, MBD2 inh 2, PRMT1 inh 1, rCAG RNA binder -9, GC-A act 1, ABHD4 inh -4, NPR2 activator -5, UHRF1 binding 3, HTRA1 inh 1 and SIAE inh -4.
Cc1cn([C@H]2C[C@H](O)[C@@H](CCC(=O)NCCN3CCCCC3)O2)c(=O)[nH]c1=O was read as TCR-CD3 inh 6, MBD2 inh -5, PRMT1 inh -2, rCAG RNA binder 2, GC-A act 3, ABHD4 inh 1, NPR2 activator -3, UHRF1 binding -1, HTRA1 inh 8 and SIAE inh -3.
`COc1ccc(CNC(=O)CN(C)Cc2ccccc2F)cc1OC` gave TCR-CD3 inh -5, MBD2 inh -3, PRMT1 inh -5, rCAG RNA binder 0, GC-A act -2, ABHD4 inh 6, NPR2 activator 2, UHRF1 binding -2, HTRA1 inh -2 and SIAE inh -1.
Screening O=C(O)CCC(=O)OCC1CCCO1 (stereo not given) returned TCR-CD3 inh -1, MBD2 inh 1, PRMT1 inh 0, rCAG RNA binder 3, GC-A act 2, ABHD4 inh 10, NPR2 activator -1, UHRF1 binding -2, HTRA1 inh 3 and SIAE inh -6.
Screening CCn1cc(S(=O)(=O)N2CCc3ccccc3C2)cn1 returned TCR-CD3 inh 1, MBD2 inh -3, PRMT1 inh -2, rCAG RNA binder -2, GC-A act -1, ABHD4 inh 4, NPR2 activator 1, UHRF1 binding -2, HTRA1 inh 2 and SIAE inh 0.
`Cc1nn(Cc2ccc(C(=O)N3CCN(C(=O)c4ccco4)CC3)o2)c(C)c1[N+](=O)[O-]` gave TCR-CD3 inh -7, MBD2 inh 4, PRMT1 inh 1, rCAG RNA binder -6, GC-A act 2, ABHD4 inh 4, NPR2 activator -2, UHRF1 binding 2, HTRA1 inh 4 and SIAE inh -1.
For Cc1nc(-c2ccccc2OC(F)(F)F)[nH]c(=O)c1Cl the results were TCR-CD3 inh -2, MBD2 inh -8, PRMT1 inh -2, rCAG RNA binder 0, GC-A act 6, ABHD4 inh -6, NPR2 activator 4, UHRF1 binding -1, HTRA1 inh -1 and SIAE inh 5.
Screening C[C@@H]1CN([C@@H](C)CO)C(=O)CCCn2nncc2CO[C@@H]1CN(C)C(=O)Nc1cccc2ccccc12 returned TCR-CD3 inh -1, MBD2 inh -9, PRMT1 inh -4, rCAG RNA binder 3, GC-A act 3, ABHD4 inh 2, NPR2 activator 1, UHRF1 binding -2, HTRA1 inh -1 and SIAE inh 4.

Part of the list above in order of number of heavy atoms, lowest first.
`COCCNCCOCCOc1ccc(Cl)c(C)c1` gave TCR-CD3 inh 1, MBD2 inh -1, PRMT1 inh -3, rCAG RNA binder -1, GC-A act 1, ABHD4 inh 11, NPR2 activator -2, UHRF1 binding 1, HTRA1 inh 2 and SIAE inh -3.
For Cc1nc(-c2ccccc2OC(F)(F)F)[nH]c(=O)c1Cl the results were TCR-CD3 inh -2, MBD2 inh -8, PRMT1 inh -2, rCAG RNA binder 0, GC-A act 6, ABHD4 inh -6, NPR2 activator 4, UHRF1 binding -1, HTRA1 inh -1 and SIAE inh 5.
Cc1cn([C@H]2C[C@H](O)[C@@H](CCC(=O)NCCN3CCCCC3)O2)c(=O)[nH]c1=O was read as TCR-CD3 inh 6, MBD2 inh -5, PRMT1 inh -2, rCAG RNA binder 2, GC-A act 3, ABHD4 inh 1, NPR2 activator -3, UHRF1 binding -1, HTRA1 inh 8 and SIAE inh -3.

Additional records
O=C(NCCC1=CCCCC1)C1CCC(CNc2nc(=S)[nH]c3ccccc23)CC1 (stereo not given) was read as TCR-CD3 inh 4, MBD2 inh 1, PRMT1 inh -1, rCAG RNA binder -1, GC-A act -4, ABHD4 inh 0, NPR2 activator -3, UHRF1 binding -2, HTRA1 inh -1 and SIAE inh -10.
Screening Cc1nnc(SCCn2c(N3CCN(Cc4ccccc4)CC3)nc3c2c(=O)[nH]c(=O)n3C)s1 returned TCR-CD3 inh -4, MBD2 inh -3, PRMT1 inh 0, rCAG RNA binder -6, GC-A act -8, ABHD4 inh 0, NPR2 activator -6, UHRF1 binding 0, HTRA1 inh 5 and SIAE inh -5.
OCCNc1nc(N2CCCC2)nc(N2CCCC2)n1 was read as TCR-CD3 inh 5, MBD2 inh 1, PRMT1 inh 3, rCAG RNA binder -1, GC-A act -2, ABHD4 inh -3, NPR2 activator 0, UHRF1 binding 0, HTRA1 inh 2 and SIAE inh -2.
For Cn1nc(-c2ccc(OCC(=O)NCC3CCCO3)cc2)c2ccccc2c1=O (stereo not given) the results were TCR-CD3 inh -3, MBD2 inh 3, PRMT1 inh 1, rCAG RNA binder -2, GC-A act 11, ABHD4 inh 6, NPR2 activator -4, UHRF1 binding 1, HTRA1 inh -2 and SIAE inh 1.
For CC1(C(=O)NCc2ccccc2)CN(S(C)(=O)=O)CC(=O)N1CC(F)(F)F (stereo not given) the results were TCR-CD3 inh 10, MBD2 inh 1, PRMT1 inh -6, rCAG RNA binder 1, GC-A act 0, ABHD4 inh -2, NPR2 activator 1, UHRF1 binding 1 and SIAE inh -4.
